# Growth percent in the NCI-60 one-dose screen (48 h, 10 µM unless noted): 100 = growth as untreated, 0 = no growth, -100 = all killed.
# HOP-62: HOP-62 NSCLC. hit rate 3.9% among 80,000. AID 1794735
# SR: SR leukemia cells; hit rate 8.7% among 73,000; AID 1794780
# MDA-MB-435: MDA-MB-435 melanoma; hit rate 7.8% among 82,000; AID 1794794
# MOLT-4: MOLT-4 leukemia cells; hit rate 6.9% among 80,000
# CCRF-CEM: CCRF-CEM leukemia; hit rate 7% among 77,000
# K-562: K-562 leukemia; hit rate 7.4% among 78,000
# RPMI-8226: RPMI-8226 leukemia cells; AID 1794781; hit rate 7.5% among 77,000
# MDA-MB-468: MDA-MB-468 breast cancer | hit rate 8.5% among 78,000
# Numbers without * were called inactive; nt = not tested or not shown; & = joins results of further samples; [ ] = dose if it differs, or a comment. Rule for the calls: active = growth percent below 10; inactive = the rest.
# Results follow in this order: HOP-62 | SR | MDA-MB-435 | MOLT-4 | CCRF-CEM | K-562 | RPMI-8226 | MDA-MB-468
COc1cc2ncnc(Nc3ccc(O[C@H]4CO[C@H]5[C@@H]4OC[C@@H]5OC(=O)c4ccccc4)c(Cl)c3)c2cc1OC
    97 | 68 | 98 | 89 | 103 | 111 | nt | 63
COc1cc2ncnc(Nc3ccc(C(=O)/C=C/c4ccc(F)cc4)cc3)c2cc1OC
    107 | 83 | 105 | 87 | 91 | nt | 99 | 107
CC(=O)OC1=C(Cl)CCc2ccccc21
    82 | 83 | 94 | 85 | 95 | 88 | 97 | 108
CC(=O)Nc1ccc(Cc2nc3c([nH]2)c(=O)n(C)c(=O)n3C)cc1
    90&109 | 105 | 106&116 | 98&115 | 93&85 | 95&110 | 103&114 | 105&117
c1ccc(CNc2c3ccccc3nc3ccccc23)cc1
    46 | 12 | 43 | 16 | 39 | 12 | 7.6* | 19
S=c1[nH]nc(-c2cc(-c3ccncc3)n(-c3ccccc3)n2)o1
    95 | 105 | 96 | 99 | 108 | 95 | 107 | 122
Cc1cc(CCc2cc(C)[nH]c2C)c(C)[nH]1
    105 | nt | 104 | 100 | 98 | 106 | 97 | nt
O=C(CN1CCCC1)NNc1ncnc2ccccc12
    93 | 105 | 99 | 107 | 107 | 104 | 104 | 110
O=C(O)c1ccc2c(O)c3ccccc3c(O)c2c1
    90 | 101 | 102 | 104 | 103 | 98 | 100 | 114
C=CCN1C(=O)/C(=C/c2cccc(C(F)(F)F)c2)SC1=Nc1ccc(Cl)c(Cl)c1
    107 | 112 | 96 | 84 | 94 | 100 | 95 | 86
O=C(O)C1=NN(c2cc(Cl)c(S(=O)(=O)O)cc2Cl)C(=O)C1
    118 | nt | 101 | 102 | 97 | 103 | 100 | 108
Cc1cc(C)c2c(N)nn(C(=O)c3ccc(Cl)cc3)c2n1
    99 | 98 | 93 | 87 | 91 | 88 | 98 | 96
COc1cc(-c2csc(NC(=O)c3ccccc3CN3C(=O)c4ccccc4C3=O)n2)cc(OC)c1OC
    102 | 104 | 96 | 109 | 112 | 102 | nt | 81
Nc1nc(-c2cccnc2)nc2c1sc(=S)n2-c1ccc(F)cc1
    86 | 94 | 105 | 89 | nt | 94 | 97 | 101
COc1ccc(-n2ncn(CCn3cnn(-c4ccc(OC)cc4)c3=O)c2=O)cc1
    85 | nt | 105 | 102 | 93 | 106 | 93 | 105

# Additional structures:
# Results follow in this order: HOP-62 | SR | MDA-MB-435 | MOLT-4 | CCRF-CEM | K-562 | RPMI-8226 | MDA-MB-468
COC(=O)c1c(OC2=CC(=O)C(OC)=C(CC=C(C)C)C2=O)cc(O)c(CC=C(C)C)c1O
    114 | 92 | 119 | 82 | 77 | 108 | nt | 114
COc1ccc(NC(=O)c2sc3nc(C)c(C(=O)c4ccc(OC)cc4)cc3c2N)cc1
    43 | 7.6* | -26* | 28 | 36 | 23 | 41 | 13
Cc1ccc(O)c(N2C(=NCCc3ccc(S(N)(=O)=O)cc3)NS(=O)(=O)c3cnccc32)c1
    90 | 113 | 85 | 104 | 69 | 108 | 73 | nt
C(=C\[n+]1ccccc1)/c1ccccc1
    106 | 106 | 104 | 99 | 96 | 110 | 95 | 101
NCCN1CCN(c2nc(-c3ccccc3)nc3nc(-c4ccccc4)oc23)CC1
    0.3* | 21 | -78* | -0.3* | 1.3* | 6.6* | -28* | -34*
CC1S/C(=N\NC(=O)Cc2csc3nc(-c4ccc(Br)cc4)cn23)N(C)C1=O (centres undefined)
    82 | 60 | 101 | 95 | 85 | 81 | 93 | 105
O=Cc1c(N2CCC[N+]3(CC2)CC[N+]2(CCCNCC2)CC3)nc(-c2ccccc2)nc1N1CCC[N+]2(CC1)CC[N+]1(CCCNCC1)CC2 (centres undefined)
    73 | 90 | 15 | 88 | 90 | 54 | 67 | 62
C=CC(=O)Nc1ccc(Nc2nccc(-c3ccc(N4CCCC4)c(C#N)c3)n2)cc1
    19 | -3.4* | -12* | -8.8* | 17 | 17 | -10* | -9.7*
CN1CCN(c2ccc(Nc3nc(NCCNC(=O)c4ccccc4)c4sccc4n3)cc2)CC1
    104 | 5.7* | 59 | 14 | 28 | 8.8* | 33 | 45
CCC(C)OC(=O)C(O)c1ccccc1 (centres undefined)
    105 | 102 | 108 | 107 | 103 | 118 | 107 | 107
CSc1ccc2c(c1)c(CCN)c(C)n2Cc1ccc(Cl)c(Cl)c1
    -78* | -62* | -91* | -65* | -56* | -66* | nt | -67*
CC(C)(Br)C(=O)Nc1ccccc1
    102 | 74 | 105 | 86 | 100 | 92 | 95 | 117
Cc1nccc2c3ccc(OCc4cn(-c5ccc(Br)cc5)nn4)cc3n(CC(C)C)c12
    66 | -14* | 61 | 2.9* | 35 | 15 | -16* | 5.6*
O=c1c2c(c3ccccc3n1-c1ccccc1)Nc1ncnn1C2c1ccc(Cl)cc1 (centres undefined)
    104 | 102 | 111 | 83 | nt | 92 | nt | 115
CCCCCCCCCC1OCC(C)O1 (centres undefined)
    99 | 112 | 114 | 100 | 106 | 104 | 105 | 93

# (cont.)
# Results follow in this order: HOP-62 | SR | MDA-MB-435 | MOLT-4 | CCRF-CEM | K-562 | RPMI-8226 | MDA-MB-468
O=C(CSc1nnc(-c2ccc(Cl)cc2)n1-c1ccccc1)Nc1ccccc1Cl
    115 | 21 | 81 | 85 | 77 | 67 | 35 | 78
Cc1ccccc1N1CCN(C(C)(C)C#N)CC1
    106 | 125 | 112 | 107 | nt | 107 | 106 | 102
COc1cc(-c2n[nH]nc2-c2ccncc2)cc(OC)c1OC
    95 | nt | 109 | 94 | 103 | 88 | 99 | 108
N#Cc1c(-c2ccc(Br)cc2)n2cnnc2[nH]c1=O
    110 | 103 | 102 | 119 | 113 | 124 | 117 | 89
O=[N+]([O-])c1cc2c3ccccc3ccc2c2ccccc12
    81 | 96 | 106 | 89 | 93 | 96 | 78 | 89
N#CCCN(CCC#N)S(=O)(=O)c1ccccc1
    98 | 116 | 103 | 101 | 98 | 102 | 103 | 99
CC(=O)NS(=O)(=O)c1ccc(Nc2ccnc(SCC(=O)c3ccc(Cl)cc3)n2)cc1
    110 | 99 | 102 | 103 | 105 | 104 | 108 | 94
CC(C)(O)c1cccc(I)c1
    97 | 112 | 101 | 101 | 98 | 100 | 104 | 133
O=c1ccc(-c2ccccc2)nn1Cc1nc(-c2ncccn2)no1
    96 | 100 | 108 | 97 | 98 | 94 | nt | 112
O=C(Nc1c(Br)cc2c(c1Br)Cc1ccccc1-2)C(Cl)Cl
    nt | 96 | 107 | 103 | 99 | 104 | 104 | 104
CC1C(=O)C23CC1CCC2C12COC(O)C1C(C)(C)C(O)CC2OC3=O (centres undefined)
    101[100 µM] | 89[100 µM] | 99[100 µM] | 105[100 µM] | 99[100 µM] | 99[100 µM] | 110[100 µM] | 100[100 µM]
COc1ccc2occ(COC(=O)c3c(C)noc3C)c(=O)c2c1
    100 | 57 | 86 | 63 | 61 | 78 | 48 | 51
O=C(CCCCCC1CCCCC1)OCC1CCCO1 (centres undefined)
    105 | 99 | 123 | 98 | 91 | 102 | 106 | 113
C=C1C(=O)O[C@H]2[C@H]1CC/C(CNC(=O)/C=C/c1ccc(Cl)cc1Cl)=C\CC[C@@]1(C)O[C@@H]21
    17 | -29* | 5.0* | nt | -31* | -31* | -33* | -89*
O=C1CSC(c2ccccc2Cl)N1c1nnc(Cn2ccnc2)o1 (centres undefined)
    82 | 96 | 100 | 95 | 94 | 101 | 84 | 101

# (next part)
# Key to letters: A = HOP-62; B = SR; C = MDA-MB-435; D = MOLT-4; E = CCRF-CEM; F = K-562; G = RPMI-8226; H = MDA-MB-468
[O-]/[N+](=N\Nc1ccc(Cl)cc1)c1ccccc1
  A: 90	B: 82	C: 107	D: 67	E: 57	F: 92	G: 86	H: 96
COc1cccc(C2SCC(=O)N2n2cnnc2)c1 (centres undefined)
  A: 106	B: 99	C: 115	D: 99	E: 102	F: 94	G: 111	H: 105
N[C@@H]1CCN(C(=O)c2cc3cc(Cl)c(F)c(F)c3[nH]2)C1
  A: 84	B: 88	C: 97	D: 95	E: 102	F: 83	G: 96	H: 82
COc1cc(-c2nc(C(=O)Nc3ccc(CC(=O)O)cc3)nn2-c2ccc(Cl)cc2)cc(OC)c1OC
  A: 97	B: 95	C: 106	D: 100	E: 100	F: 103	G: 99	H: 103
CCCCOCCOC(=O)c1ccccc1C(=O)OCCOCCCC
  A: 91	B: 96	C: 97	D: 101	E: 106	F: 94	G: 108	H: 93
Cc1ccc(-c2cc3nc(C(Cl)Cl)nc(-c4ccc(C)cc4)n3n2)cc1
  A: 87	B: 74	C: 93	D: 90	E: 97	F: 87	G: 89	H: 19
Cc1ccc(NS(=O)(=O)N2CCCCC2)cc1
  A: 95	B: 90	C: 115	D: 90	E: 91	F: 89	G: 104	H: 102
CCCCC1(CC(=O)OCC)SCCN1C(N)=O (centres undefined)
  A: 105	B: 93	C: 106	D: 108	E: 95	F: 99	G: 95	H: 104
CCOC(=O)C(=O)c1c(C)[nH]c2ccccc12
  A: 105	B: nt	C: 105	D: 96	E: 96	F: 92	G: 94	H: 112
CC1OC(O[C@@H]2C(O)C(CO)OC(O[C@H]3COC(O[C@H]4CC[C@]5(C)[C@H]6CC[C@]78OC[C@@]9(CC[C@](C)(C=O)C[C@H]97)[C@H](O)C[C@@]8(C)[C@]6(C)CC[C@H]5C4(C)C)[C@@H](OC4OC(CO)[C@@H](O)[C@@H](O)[C@@H]4O)[C@@H]3O)[C@H]2OC2OC[C@@H](O)[C@@H](O)[C@@H]2O)[C@@H](O)[C@@H](O)[C@H]1O (some centres undefined)
  A: -75*	B: -18*	C: -55*	D: -36*	E: 4.9*	F: nt	G: 33	H: 35
CC1CCC(C(C)(C)[N+](C)(C)C)CC1 (centres undefined)
  A: 97	B: 94	C: 108	D: 101	E: 98	F: 116	G: 102	H: 120
Cc1ccc(S(=O)(=O)O/N=C2/CCSc3ccccc32)cc1
  A: 131	B: 113	C: 97	D: 71	E: 95	F: 50	G: 84	H: 102
CCc1c(CO)c(-c2nc(C(=O)OC)cc3c2[nH]c2ccccc23)nc2cc(N(S(=O)(=O)c3ccc(C)cc3)S(=O)(=O)c3ccc(C)cc3)ccc12
  A: 97	B: nt	C: 115	D: 105	E: 104	F: 108	G: 104	H: nt
CN1C(=O)N(C)C2C1NN=c1s/c(=C\c3ccc[nH]3)c(=O)n12 (centres undefined)
  A: 93	B: 57	C: 35	D: 100	E: 90	F: 48	G: 95	H: 87
CC(C)Cc1nnc(N)s1
  A: 97	B: 101	C: 117	D: 98	E: nt	F: 106	G: nt	H: 121

# (cont.)
# Key to letters: A = HOP-62; B = SR; C = MDA-MB-435; D = MOLT-4; E = CCRF-CEM; F = K-562; G = RPMI-8226; H = MDA-MB-468
N/C(=N\C(N)=N\c1nc2ccccc2s1)c1ccccc1Cl
  A: 97	B: 86	C: 99	D: 98	E: 94	F: 103	G: 103	H: 102
COc1cc2oc(-c3cccc(C(=O)Nc4ccccc4)c3)cc(=O)c2c(O)c1OC
  A: 8.9*	B: 96	C: 58	D: 100	E: 100	F: 97	G: 83	H: 69
COc1ccc(-c2nc3sc4cc(OC)ccc4n3c2-c2nc3ccc(Cl)cc3[nH]2)cc1
  A: 109	B: 97	C: 95	D: 107	E: 95	F: 105	G: 91	H: 92
O=C(O)c1ccc(-c2nn(-c3ccc(C(=O)O)cc3)cc2CNc2ccccn2)cc1
  A: 96	B: 95	C: 98	D: 98	E: 101	F: 95	G: nt	H: 109
O=C1NC(=O)C(Cc2ccc(OCc3ccc(-c4cc(F)c(F)c(F)c4)cc3)cc2)S1 (centres undefined)
  A: 92	B: 84	C: 99	D: 77	E: 80	F: 65	G: 69	H: 53
Clc1ccc2sc(SCCCCn3ccnc3)nc2c1
  A: 97	B: 68	C: 91	D: 96	E: 76	F: 58	G: 73	H: nt
Nc1[nH]c(=O)[nH]c(=O)c1N
  A: 103	B: 101	C: 106	D: 102	E: 99	F: 107	G: 99	H: 96
Nc1ccc(F)c(C(F)(F)F)c1
  A: 105	B: 101	C: 103	D: 102	E: 105	F: 102	G: 111	H: 86
Fc1cccc(COc2ccc(Nc3ncnc4sc5c(c34)CCCC5)cc2)c1
  A: 98	B: 89	C: 101	D: 79	E: 85	F: 92	G: 76	H: 48
CCN(CC)CCCCCNc1cc(O)cc2cccnc12
  A: 105	B: 97	C: 131	D: 124	E: 62	F: 112	G: 107	H: 83
CC(=O)Nc1ccc(C(O)C2=CC(=O)c3ccccc3C2=O)cc1 (centres undefined)
  A: 107	B: 29	C: nt	D: 12	E: nt	F: 50	G: nt	H: 58
Cc1cc(C)c(C#N)c(OCc2ccc(Cl)cc2)n1
  A: 74	B: 90	C: 101	D: 95	E: 94	F: 92	G: 93	H: nt
O=C(NCCNCc1ccccc1)c1ccccc1
  A: 93	B: 102	C: 101	D: 102	E: 89	F: 87	G: 64	H: 89
C=CCCN1CCCC1
  A: 82	B: 88	C: 109	D: 93	E: 102	F: 99	G: 119	H: 86
